ABCB6 inh 2: ABCB6 transporter inhibitors, primary screen, K562-ABCB6 cells, flow cytometry, MLPCN library. fluorescence ratio to DMSO, % at 10 µM. 0.19% of 360,000 active. K562-ABCB6 porphyrin accumulation, 1 h; active compounds read low. ATP-binding cassette sub-family B member 6 (Homo sapiens), Q9NP58;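 active = fluorescence ratio to DMSO below 75%, the collection mean minus 3 SD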;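 note: signal is porphyrin accumulated inside mitochondria; 100% equals median channel fluorescence of DMSO control wells; lower ratio means ABCB6 inhibition with less porphyrin fluorescence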
MC4R antagonist: MC4R antagonists of cAMP signaling, primary screen, cell-based, TR-FRET, antagonist arm of biased-ligand search. 0.48% of 360,000 active. AID 540295, 2011. MC4R-expressing cells, MTII-stimulated cAMP, LANCE TR-FRET. inhibition, % at 6.5 µM. Melanocortin receptor 4 (Homo sapiens), P32245;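 active = inhibition above its plate's cutoff, the mean of tested wells on that plate plus 3 SD, cut at about 29% in these data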;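 note: 0% = Melanotan II alone and 100% = Melanotan II plus saturating MCL0020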
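Material: human MC4R-expressing U2OS cells. Probe or stimulus: Melanotan II challenge. Dosing: 6.5 µM single dose. Times: 30-min compound, 1-h challenge, 1-h detection, room temperature. Technique: TR-FRET with Eu-cAMP and labeled anti-cAMP, 671 nm. Replication: singlicate.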
Cardio protect: cardioprotection against H2O2-induced cell death, primary screen, uHTS, H9c2 cells, ATPLite luminescence; 0.63% of 360,000 active; protection from H2O2 cell death, % at 20 µM; H9c2 cardiomyocytes, H2O2 injury protection, 2 h;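 active = compounds giving at least 50% protection of heart cells from peroxide-induced death in the single-dose screen, raw or plate-pattern-corrected value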;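 note: 0% = DMSO wells with peroxide and 100% = DMSO wells without peroxide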
iPSC survival up: enhancers of single-cell hiPSC survival, primary screen, ATPlite luminescence; AID 602274, 2012; 0.044% of 360,000 active; 100% = ROCK inhibitor wells, 0% = DMSO; survival enhancement, % at 20 µM; in the data active = survival enhancement above about 18%;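 note: cells exposed to compounds for 16 hours before the ATP read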
aDG glyco act: activators of alpha-DG glycosylation, primary screen, uHTS, Pro5-aDG cells, AlphaScreen. alpha-DG glycosylation AlphaScreen (IIH6); 0% Pro5, 100% B10-LARGE cell signal. AID 624168, 2012. 0.22% of 360,000 active. activation, % at 10 µM;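 active = activation of at least 8% versus controls, or a plate z-score of at least 8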;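 note: Pro5 are CHO cells carrying HIG-tagged alpha-DG that lacks glycosylation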
ABHD5-PLIN5 inh: ABHD5-PLIN5 interaction inhibitors, primary screen, cell lysate, split luciferase complementation, luminescence; inhibition, % at 4 µM; Split G. princeps luciferase complementation, 4 h; Perilipin-5 (Homo sapiens) + 1-acylglycerol-3-phosphate O-acyltransferase ABHD5 (Homo …; AID 602281, 2012; 0.78% of 360,000 active;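 active = inhibition above the mean inhibition across every tested compound plus 3 SD, cut at about 22% in these data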;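 note: 0% = DMSO only wells and the 100% control is not disclosed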
Target sequence (Q00G26 whole entry, looked up): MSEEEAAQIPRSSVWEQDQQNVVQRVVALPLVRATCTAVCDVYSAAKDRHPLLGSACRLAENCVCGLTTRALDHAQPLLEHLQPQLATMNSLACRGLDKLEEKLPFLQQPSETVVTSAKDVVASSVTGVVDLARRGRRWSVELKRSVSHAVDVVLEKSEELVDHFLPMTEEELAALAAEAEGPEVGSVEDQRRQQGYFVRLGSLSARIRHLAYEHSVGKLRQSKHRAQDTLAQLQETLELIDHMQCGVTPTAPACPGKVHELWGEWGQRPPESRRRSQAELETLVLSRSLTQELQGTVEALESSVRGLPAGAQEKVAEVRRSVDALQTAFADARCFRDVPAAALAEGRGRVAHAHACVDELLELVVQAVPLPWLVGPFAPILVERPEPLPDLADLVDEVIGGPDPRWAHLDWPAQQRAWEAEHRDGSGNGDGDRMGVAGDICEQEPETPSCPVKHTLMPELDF
Target sequence (Q8WTS1 whole entry, looked up): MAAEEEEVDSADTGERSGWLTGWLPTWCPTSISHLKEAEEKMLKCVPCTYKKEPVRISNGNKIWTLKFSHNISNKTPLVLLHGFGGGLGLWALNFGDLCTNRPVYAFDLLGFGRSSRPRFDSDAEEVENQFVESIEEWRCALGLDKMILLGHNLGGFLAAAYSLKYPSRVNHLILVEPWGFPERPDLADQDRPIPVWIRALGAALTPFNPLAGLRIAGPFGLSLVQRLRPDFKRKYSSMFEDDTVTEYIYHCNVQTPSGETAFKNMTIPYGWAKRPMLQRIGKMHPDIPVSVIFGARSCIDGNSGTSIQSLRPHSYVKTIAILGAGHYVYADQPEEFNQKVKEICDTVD
HTR2A ag: mouse Htr2a agonists via beta-arrestin recruitment, primary screen, cell-based, luminescence; 5-hydroxytryptamine receptor 2A (Mus musculus), P35363; CHO-K1 mHTR2A beta-arrestin complementation; percent of 30 µM serotonin response; activation, % at 7.6 µM; 0.66% of 360,000 active;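 active = activation above a run cutoff, the mean activation of all tested compounds plus 3 SD, cut at about 14% in these data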;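 note: 0% = plate median of compound wells and 100% = 30 µM serotonin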
N-glyco inh: increase of ERlucT glycosylation luciferase signal, primary screen, N-linked glycosylation inhibitor project, D54 ERlucT cells, luminescence, set 2; AID 588692, 2011; D54 ERlucT glycosylation luciferase reporter, 24 h; percent of 100 nM tunicamycin response; reporter increase, % at 12.5 µM; 0.23% of 360,000 active;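 active = mean luciferase reporter signal, scaled so untreated is 0 and the glycosylation-blocking control 100, at or above a set limit in every replicate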;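 note: luciferase carries N-glycosylation sites so blocking glycosylation raises the light; 0% = median of neutral control wells and 100% = median of 100 nM tunicamycin wells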
Granule exo inh: LAMP-1 surface exposure blockers, TALL-104 cells – cell-based, flow cytometry, MLPCN library, primary screen. TALL-104 LAMP-1 surface exposure; cells stimulated with thapsigargin and PMA. inhibition, % at 10 µM. 0.66% of 360,000 active. AID 651702, 2012;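 active = inhibition above about 55%, limit read from the data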
MC4R ag barr: MC4R agonists recruiting beta-arrestin, primary screen, cell-based, luminescence, agonist arm of biased-ligand search | Melanocortin receptor 4 (Homo sapiens), P32245 | U2OS MC4R beta-arrestin complementation; percent of melanotan II response, DMSO zero | activation, % at 8.9 µM | 0.98% of 360,000 active | AID 540308, 2011;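 active = activation above a per-plate cutoff, the mean activation of sample wells on that plate plus 3 SD, cut at about 8% in these data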
* = called active by the depositor; . = no result given.

SMILES | ABCB6 inh 2 | MC4R antagonist | Cardio protect | iPSC survival up | aDG glyco act | ABHD5-PLIN5 inh | HTR2A ag | N-glyco inh | Granule exo inh | MC4R ag barr
COC(=O)c1ccccc1NC(=S)NC(C)=O | 92 | 5 | 19 | 0.3 | -0.1 | -8 | -3 | 1 | -2 | -5.5
COC(=O)c1cn(-c2ccc(Cl)cc2)c(=O)c2ccccc12 | 84 | -1 | 20 | 5.3 | 0.0 | -6 | -6 | -3 | 3 | 0.3
Cc1cccc(NS(=O)(=O)c2ccc(C(=O)NCCCN3CCOCC3)cc2)c1C | 96 | -2 | -2 | -0.4 | 0.0 | 0 | -1 | -4 | 1 | -2.5
Nc1cccc(C(=O)Nc2ccc3nc(-c4cccnc4)[nH]c3c2)c1 | 98 | 11 | 10 | -0.1 | 0.0 | 3 | 0 | 2 | 7 | 1.3
O=C(Cn1c(COc2ccccc2)nc2ccccc21)Nc1cccc(Cl)c1 | 97 | 4 | -9 | -2.4 | 0.1 | -1 | 1 | 5 | 5 | 3.1
COC(=O)c1ccccc1NC(=O)c1cc(-c2cccs2)on1 | 97 | 5 | -10 | -1.4 | -0.1 | -5 | 1 | -10 | -1 | -0.3
CCC(C)(C)n1nnnc1C(c1cccs1)N1CCN(Cc2ccccc2)CC1 (stereo not drawn) | 98 | 0 | -3 | -0.7 | -0.1 | 1 | 5 | -5 | 6 | 0.6
COc1cccc(CN(C)CCCn2cnc3c(OC)ncnc32)c1 | 113 | 7 | -4 | 6.5 | 0.2 | -11 | 3 | 1 | 0 | -0.2
O=C(/C=C/c1ccccc1)N1CCC(c2ccccc2)C1 (stereo not drawn) | 96 | 2 | -5 | -0.7 | -0.2 | -1 | 1 | -8 | 0 | -1.5
Cc1nn(-c2ccccc2)c(C)c1/C=N/NC(=O)c1cc(-c2ccc(Br)s2)[nH]n1 | 95 | 8 | -8 | -2.7 | -0.2 | 7 | 1 | 11 | 4 | 0.1
CN(C(=O)C1CCCO1)C1CCS(=O)(=O)C1 (stereo not drawn) | 94 | 3 | 4 | 1.7 | -0.2 | -11 | -8 | 1 | -2 | -1.7
COc1ccccc1CC(=O)NC1CC(C)(C)NC(C)(C)C1 | 90 | 9 | 2 | -1.2 | 0.0 | 6 | 0 | -1 | 0 | -1.0
C=CCn1c(-c2cccnc2)n[nH]c1=S | 99 | 13 | 0 | 3.6 | 0.0 | 6 | -3 | -3 | 6 | -3.9
Cc1ccc(S(=O)(=O)N(C)CC(=O)NNC(=O)CCNS(=O)(=O)c2cccc(C)c2)cc1 | 97 | 15 | 5 | 0.1 | -0.2 | 7 | -4 | 2 | -4 | 0.0
CC(S(=O)(=O)c1ccccc1)S(=O)(=O)c1ccccc1 | 99 | -8 | 4 | 2.9 | 0.3 | -3 | 1 | 1 | 4 | -1.1
Cc1cccc2cc(C(c3nnnn3C(C)(C)C)N(Cc3ccco3)CC3CCCO3)c(=O)[nH]c12 (stereo not drawn) | 99 | 0 | 4 | 0.2 | 0.5 | 1 | 0 | -1 | -4 | -1.7
Cc1ccc2cc(C#N)c(SCc3nnc(-c4ccccc4[N+](=O)[O-])o3)nc2c1 | 101 | -7 | -4 | -0.4 | -0.5 | 4 | 2 | -10 | 0 | -0.9
O=C(Nc1ccc2nsnc2c1)c1ccc2c(c1)OCO2 | 109 | 4 | -11 | -1.0 | 0.2 | -13 | -3 | -12 | -2 | -0.5
Cc1cc(/C=C2\SC(=S)N(C)C2=O)c(C)n1-c1cccc(O)c1 | 144 | 7 | -21 | -0.1 | 0.8 | 6 | -2 | -19 | 5 | -0.2
O=C(COc1ccccc1)Nc1nnc(-c2ccc(Cl)s2)o1 | 95 | 4 | 9 | -0.1 | -0.1 | 0 | 0 | 2 | 4 | -1.1
CCOC(=O)c1c(C)n(C)c2ccc(OCC(O)CN3CCCCCC3)cc12 (stereo not drawn) | 96 | -2 | -6 | -1.3 | -0.1 | -3 | 1 | 1 | -1 | -0.3
O=C(NNC(=O)c1ccccc1-n1cccc1)c1ccccc1 | 103 | 2 | -7 | 0.8 | 0.0 | 4 | 3 | 0 | 0 | -0.3
CCN(Cc1ccccc1)c1c(C(=O)O)cnc2c1cnn2C | 101 | -7 | 9 | -0.6 | -0.4 | 2 | -2 | 2 | 1 | 0.0
COc1ccccc1CN1CC(C(=O)NCc2ncccc2C)CCC1=O (stereo not drawn) | 100 | -4 | 3 | 0.5 | -0.1 | -6 | 6 | -2 | 6 | -1.7
Cc1cccn2cc(-c3ccc(S(=O)(=O)N4CCCCC4)cc3)nc12 | 102 | 9 | -4 | -1.3 | -0.3 | -2 | -6 | 0 | 0 | 0.5

Overlap with the part before: 2 entries, then new ones.
SMILES | ABCB6 inh 2 | MC4R antagonist | Cardio protect | iPSC survival up | aDG glyco act | ABHD5-PLIN5 inh | HTR2A ag | N-glyco inh | Granule exo inh | MC4R ag barr
COc1ccccc1CN1CC(C(=O)NCc2ncccc2C)CCC1=O (stereo not drawn) | 100 | -4 | 3 | 0.5 | -0.1 | -6 | 6 | -2 | 6 | -1.7
Cc1cccn2cc(-c3ccc(S(=O)(=O)N4CCCCC4)cc3)nc12 | 102 | 9 | -4 | -1.3 | -0.3 | -2 | -6 | 0 | 0 | 0.5
O=C(Cc1ccc2c(c1)OCCO2)c1c(O)cc(O)cc1O | 95 | -4 | -10 | -1.8 | 0.2 | 3 | -4 | -2 | -3 | -0.3
COc1ccc(/C=C/CN2CCN(Cc3ccc(F)cc3)C(CCO)C2)cc1 (stereo not drawn) | 89 | 18 | 17 | -0.4 | 0.5 | 3 | -6 | -1 | 8 | -0.5
CC1CCN(C(=O)c2ccc(N(C)S(C)(=O)=O)cc2)CC1 | 95 | -1 | 4 | 0.7 | 0.0 | -1 | 1 | 0 | -2 | -1.6
COc1ccccc1C(=O)N1CCN(C(=O)c2oc3ccc(C)cc3c2C)CC1 | 99 | 4 | -1 | 1.3 | -0.2 | -2 | -3 | -1 | -2 | 0.4
CCCCOC(=O)C1=C(N)N2C(=O)C(C)SC2=C(C(=O)OCC)C1c1ccc(O)c(OC)c1 (stereo not drawn) | 97 | 8 | 0 | -0.5 | 0.0 | -2 | 2 | 1 | 0 | -1.5
Cc1ccc(Cl)cc1NC(=O)C(=O)N/N=C/c1ccc2c(c1)OCO2 | 102 | 1 | -1 | 0.3 | -0.1 | -5 | 2 | 4 | 19 | -2.9
C#CCNC(=O)C1=C[C@@H](c2ccccc2)C[C@@H](OCCCCO)O1 | 94 | -9 | -1 | 1.9 | -0.3 | -1 | 1 | 1 | 2 | 0.4
CCN(CC(=O)Nc1ccccc1C(F)(F)F)C(=O)CCS(=O)(=O)c1ccc(C)cc1 | 102 | 0 | -3 | 0.1 | 0.0 | 3 | -2 | 0 | 9 | -2.9
COCCN(CCOC)C(=O)CCn1c(=O)oc2ccccc21 | 99 | 6 | -2 | 1.2 | -0.3 | 4 | -1 | 0 | -2 | -0.7
COc1cccc(C(=O)N2CCC(n3nccc3NC(=O)CCOc3ccccc3)CC2)c1 | 93 | -3 | 4 | 0.0 | 0.4 | 0 | 13 | 3 | -2 | 0.4
CCCn1c(SCC(=O)Nc2cc(C(=O)O)ccc2C)nc2sc3c(c2c1=O)CCC3 | 99 | 9 | 4 | 3.6 | 0.1 | 1 | 3 | 3 | 0 | -1.6
CSc1nc(-c2ccco2)nn1S(C)(=O)=O | 97 | 3 | -4 | 2.9 | -0.2 | -1 | -7 | 1 | 2 | -1.7
COc1ccc(C(=O)NCc2ccc3c(c2)cc(C)n3C)cc1 | 105 | 4 | 16 | 2.4 | -0.2 | 10 | 11 | -1 | -1 | -0.3
NC(=O)NC(=O)C(OC(=O)CCNS(=O)(=O)c1ccccc1)c1ccccc1 (stereo not drawn) | 99 | -4 | 4 | -0.4 | 0.1 | 11 | -4 | 1 | 7 | -1.6
CCCN(CCC)CCCNC(=O)CN1C(=O)CSc2ccc(S(=O)(=O)N3CCOCC3)cc21 | 96 | 13 | 4 | -1.4 | 0.1 | -5 | 6 | -1 | -3 | 0.4
COc1cccc(NC(=O)CN2C(=O)CSc3ccc(S(=O)(=O)N4CCC(C)CC4)cc32)c1 | 102 | 18 | -12 | 1.1 | 3.5 | 2 | 4 | -2 | -1 | 0.1
N#Cc1c(OCC(=O)c2ccccc2)nc2c(c1-c1ccco1)CCc1ccccc1-2 | 100 | 0 | -5 | -1.0 | -0.3 | 3 | 2 | -5 | -2 | -1.8
c1ccc(CN(Cc2ccccc2)C(c2ccnc3ccccc23)c2nnnn2-c2ccc3c(c2)OCCO3)cc1 (stereo not drawn) | 93 | . | . | -0.3 | -0.4 | 5 | -3 | . | -4 | .
COCCn1c(SCC(=O)N2CCc3ccccc32)nc2c(c1=O)SC(C)C2 (stereo not drawn) | 94 | 22 | -2 | -1.0 | 0.2 | -3 | -3 | 7 | -6 | 2.9
O=C(O)c1ccccc1-c1ccccc1C(=O)Nc1ccc2c(c1)[nH]c(=O)c1ccccc12 | 100 | 0 | 40 | 0.1 | -0.1 | 10 | -1 | -1 | 2 | 0.1
COc1ccc(NC(=O)c2ccc([N+](=O)[O-])o2)cc1 | 101 | -6 | -11 | -0.9 | 0.2 | 2 | 1 | 31* | 18 | -0.9
O=C(Cn1cnc2ccccc2c1=O)c1ccc(OC(F)F)cc1 | 99 | -3 | 1 | 0.4 | 0.0 | 16 | 4 | 1 | -6 | 0.8
CCCc1nnc(NC(=O)CSc2ncn[nH]2)s1 | 107 | -1 | 9 | 5.7 | -0.1 | -3 | 4 | -1 | 6 | -2.0
CN1c2cccc3cccc(c23)N(C)C1c1cccs1 | 94 | 1 | -28 | -3.8 | 0.8 | -9 | 2 | 0 | 12 | -1.2
COc1cc(C(=O)Nc2ccc3nc4n(c(=O)c3c2)CCCCC4)cc(OC)c1OC | 105 | -4 | 8 | 1.8 | -0.1 | -5 | -1 | 2 | -3 | 0.0
CC(NC(=O)CNC(=S)N(Cc1ccccc1)Cc1cccnc1)c1ccccc1 (stereo not drawn) | 88 | 6 | -4 | -0.2 | 0.0 | 1 | 1 | -1 | -1 | 2.9

Gathered by group: those above containing a cyano group.
SMILES | ABCB6 inh 2 | MC4R antagonist | Cardio protect | iPSC survival up | aDG glyco act | ABHD5-PLIN5 inh | HTR2A ag | N-glyco inh | Granule exo inh | MC4R ag barr
Cc1ccc2cc(C#N)c(SCc3nnc(-c4ccccc4[N+](=O)[O-])o3)nc2c1 | 101 | -7 | -4 | -0.4 | -0.5 | 4 | 2 | -10 | 0 | -0.9
N#Cc1c(OCC(=O)c2ccccc2)nc2c(c1-c1ccco1)CCc1ccccc1-2 | 100 | 0 | -5 | -1.0 | -0.3 | 3 | 2 | -5 | -2 | -1.8
